ARNT-TACC3 inh: ARNT/TACC3 interaction disruption | Q9Y6A5 | actives 0.66% (n = 390,000) | AlphaScreen His-ARNT PAS-B/GST-TACC3 binding, luminescence; TACC3 fragment carries E629A point mutation | inhibition, % at 9.99 µM;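 active = mean inhibition of replicates at least 50% and at least half of replicates each reaching 50%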;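 also: 0% = complete ARNT plus TACC3 wells and 100% = ARNT alone without TACC3; many hits fall short of the cut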
LGR2 antag: blocks bursicon-induced cAMP signaling via Drosophila LGR2; actives 0.35% (n = 380,000); HEK293 LGR2, CRE-luciferase, bursicon-stimulated, 4 h; inhibition, % at 9.99 µM;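 active = drop in luminescence signal, shown as inhibition above about 50% in the replicate tests, limit read from the data, passing the limit was not always enough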;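 also: agonist challenge used bursicon conditioned medium at about half maximal strength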
SIRT5 inh: blocks human SIRT5 desuccinylation of peptide; Q9NXA8; Purified SirT5, succinyl-peptide AMC, trypsin-coupled fluorescence; inhibition, % at 15 µM; actives 1.1% (n = 330,000); AID 652115; in the data active = inhibition above about 15%
Target sequence (Q9NXA8 whole entry, looked up): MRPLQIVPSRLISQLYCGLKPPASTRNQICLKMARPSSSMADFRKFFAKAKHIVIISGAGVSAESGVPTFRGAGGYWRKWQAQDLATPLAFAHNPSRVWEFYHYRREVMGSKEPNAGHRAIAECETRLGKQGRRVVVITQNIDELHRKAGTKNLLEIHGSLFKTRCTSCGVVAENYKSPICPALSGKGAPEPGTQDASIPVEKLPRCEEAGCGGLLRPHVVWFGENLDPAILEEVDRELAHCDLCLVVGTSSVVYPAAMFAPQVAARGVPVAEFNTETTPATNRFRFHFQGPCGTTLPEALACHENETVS
PAX8 reporter: PAX8 transcriptional activity inhibition. RMG-I TPO-luciferase reporter, SteadyGlo, 24 h. inhibition, % at 12.6 µM. actives 1.2% (n = 360,000). AID 652154;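 active = mean replicate inhibition at least 60% with every replicate also reaching 60%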;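 also: luciferase light reporting Pax8 driven TPO promoter activity; plate controls were median of neutral control wells for no effect and mitoxantrone controls for full effect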
DENV2 CPE rescue: protects cells from dengue virus 2 cytopathic effect | actives 1.7% (n = 350,000) | DENV2-infected cells, cytopathic effect rescue, plate reader | CPE inhibition, % at 9.99 µM; in the data active = CPE inhibition above about 20%, passing the limit was not always enough; tested in BHK-21 cells;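 also: 0% = median of neutral control wells and 100% = median of positive control wells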
EWS-Fli block: blocks EWS/Fli oncoprotein-driven transcription; A673 NR0B1-luciferase reporter, viability-normalised; inhibition, % at 12.6 µM; actives 0.67% (n = 350,000); AID 651661;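 active = mean inhibition of at least 50% after viability correction, with every replicate also passing that limit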;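 also: firefly luciferase signal divided by Alamar Blue viability fluorescence both relative to DMSO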
Casp6 inh: inhibitors of human caspase-6 | purified caspase-6, Z-VEID-R110 cleavage fluorescence | P55212 | AID 686996 | actives 0.53% (n = 350,000) | inhibition, % at 12.5 µM;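 active = mean inhibition across replicates at least about 35%, with every replicate also reaching that limit, limit read from the data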;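 also: 0% = median of neutral control wells and 100% = no fluorescence left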
Target sequence (P55212 24-179 limits assumed): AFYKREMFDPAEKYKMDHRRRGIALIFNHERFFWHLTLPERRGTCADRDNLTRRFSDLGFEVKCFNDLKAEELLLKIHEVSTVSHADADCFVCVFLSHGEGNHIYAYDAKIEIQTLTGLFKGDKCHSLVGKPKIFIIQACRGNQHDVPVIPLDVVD
Target sequence (P55212 194-293 limits assumed): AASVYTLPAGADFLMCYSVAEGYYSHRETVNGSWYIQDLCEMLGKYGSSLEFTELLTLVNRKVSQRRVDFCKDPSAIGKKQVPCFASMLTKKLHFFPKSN
The depositor's hits bear a star; . = not tested or not shown; & = joins results of further samples.

SMILES	ARNT-TACC3 inh	LGR2 antag	SIRT5 inh	PAX8 reporter	DENV2 CPE rescue	EWS-Fli block	Casp6 inh
C[C@H]1CN([C@@H](C)CO)C(=O)Cc2cc(NC(=O)Cc3cn(C)c4ccccc34)ccc2O[C@H]1CN(C)Cc1ccc(-c2ccccc2)cc1	.	6	9	.	-5	-3	1
O=C(O)C1C2C=CC(C2)C1C(=O)Nc1ccc(Cl)c(Cl)c1 (stereo unspecified)	-5	-13	-4	18	-3	7	8
C[C@@H]1CCCCO[C@H](CN(C)S(=O)(=O)c2cn(C)cn2)[C@H](C)CN([C@@H](C)CO)C(=O)c2cc(NC(=O)Nc3cccc4ccccc34)ccc2O1	14	1	4	2	2	-1	-1
C=CCn1c(SCC(=O)Nc2c(C)n(C)n(-c3ccccc3)c2=O)nnc1-c1cccnc1	-15	-7	-1	-34	-2	5	-1
COc1cccc(N2CCN(c3ccc4nnc(CCC(=O)Nc5ncccc5C)n4n3)CC2)c1	.	-12	-2	8	2	-3	0
Cc1cccc(C)c1OCc1n[nH]c(=S)n1N	-3	-16	-3	4	7	8	-1
CCc1ccc(-c2cc(C)no2)cc1S(=O)(=O)Nc1cccc(CN2CCCC2)c1	-1	-3	-5	-7	4	.	-1
O=C(c1cccc(F)c1)N1CCCCN2[C@H](CO)[C@@H](c3ccc(-c4cccnc4)cc3)[C@H]2C1	-8	33	-2	-9	-1	.	3
COc1ccc2c3c([nH]c2c1)[C@@H](CO)N(Cc1cccc(F)c1)CC31CCN(C(C)=O)CC1	.	-11	0	-10	8	25	1
CCCCCCCCN1C(=O)[C@H](CC(=O)NCCCN2CCCC2=O)C[C@@]2(C(=O)OC)CCCCC=C12	.	-9	-8	1	-3	3	2
C[C@@H]1CCCCO[C@@H](CN(C)C(=O)NC2CCCCC2)[C@H](C)CN([C@@H](C)CO)C(=O)c2cc(NS(=O)(=O)c3cn(C)cn3)ccc2O1	-1	-4	-1	-8	-6	2	2
Cc1noc(C)c1S(=O)(=O)N(C)C[C@@H]1Oc2ccc(NC(=O)CCCN(C)C)cc2C(=O)N([C@@H](C)CO)C[C@@H]1C	3	-8	-5	.	0	-11	-2
O=C1c2cccc3c(O)ccc(c23)C(=O)N1Cc1ccco1	-1	-3	8	9	24*	3	1
C[C@@H]1CN([C@@H](C)CO)S(=O)(=O)c2ccc(-c3ccccc3)cc2O[C@H]1CN(C)C(=O)C1CCCCC1	22	5	5	.	-17	7	0
CCOC(=O)c1oc2c(CN3CCN(C)CC3)c(O)ccc2c(=O)c1-c1ccccc1OC	7	20	.	12	9	1	-2
COc1ccc2nc(SCCOC(=O)Nc3ccc(Cl)cc3)nc(C)c2c1	-5	-4	.	13	.	.	.
O=C(COC(=O)c1ccc(CN2CCCC2=O)cc1)Nc1ccc(F)cc1	.	-17	-1	-30	13	2	3
COc1cccc(S(=O)(=O)N2CCCCN3[C@H](CO)[C@H](c4ccc(-c5ccccc5)cc4)[C@H]3C2)c1	25	15	-2	5	-4	16	-3
CC(C)CN(C(=O)CN1CCN(c2ccc(O)cc2)CC1)c1c(N)n(CC(C)C)c(=O)[nH]c1=O	-12	10	2	10	7	-9	21
CO[C@H]1CN(C)C(=O)c2ccc(NS(=O)(=O)c3ccccc3C)cc2OC[C@H](C)NC[C@H]1C	-2	.	1	.	0	4	.
O=C(NNC(=O)c1cccc2ccccc12)c1ccc(Cl)cc1	-5	-46	.	-9	3	-63	2
COc1cccc(C(=O)Nc2ccc3c(c2)C(=O)N(C)C[C@@H](OC)[C@@H](C)CN(C(=O)C2CCCC2)[C@H](C)CO3)c1	-27	-12	0	3	6	5	3
COc1ccc(-c2cc(=O)oc(-c3cccc(C)c3)n2)cc1	-5	-2	-1	13	5	5	4
CCCCCN1CN(S(=O)(=O)c2cccs2)c2nc3ccccc3nc21	-21	-19	-1	-21	-3	4	-1
CCc1ccc(-c2cc(C)no2)cc1S(=O)(=O)NC(C)Cc1ccco1 (stereo unspecified)	-14	-1	-1	16	-1	9	6
C[C@@H]1CN([C@H](C)CO)C(=O)CCCn2nncc2CO[C@@H]1CN(C)S(=O)(=O)c1cccs1	-4	-18	-2&-4	2&-5	14&12	-4&-1	-21&0
COc1ccc(CN(C)C[C@@H]2Oc3ccc(NC(=O)Nc4ccc5c(c4)OCO5)cc3C(=O)N([C@@H](C)CO)C[C@H]2C)cc1	14	8	6	.	0	3	-1
Cn1ccnc1SCc1cccc([N+](=O)[O-])c1	-1	9	-2	4	-2	-6	-1
Cc1ccc(S(=O)(=O)N2CCN(C(=O)N3CCCC3)CC2)cc1	16	2	2	8	9	4	-5
C[C@H](NC(=O)C[C@H]1CC[C@H]2[C@@H](COC[C@@H](O)CN2Cc2ccc(C(F)(F)F)cc2)O1)c1ccccc1	-9	-1	9	3	1	13	-2
Cc1[nH]n(C)c(=O)c1C(=O)c1c(-c2ccccc2Cl)noc1C	2	6	0	12	-4	6	1
CCCNC(=O)N1CC2(C1)CN(C(=O)c1ccncc1)[C@H](CO)c1[nH]c3cc(OC)ccc3c12	.	5	-3	.	-10	-7	0
COCC(=O)Nc1ccc2c(c1)OC[C@@H](C)N(C(=O)c1cccnc1)C[C@H](C)[C@H](OC)CN(C)C2=O	-7	7	-9	.	-1	-5	0
O=C(c1cccc(F)c1)N1CC2(C1)[C@@H](c1ccccc1)[C@H](CO)N2Cc1ccccn1	.	-2	-2	-9	-19	2	-2
OCCC#Cc1ccc(N2C(c3ccsc3)=Cc3ccc(F)cc3C2c2c[nH]c3ccccc23)cc1 (stereo unspecified)	.	-12	12	5	14	3	-3
O=C(O)c1cc([N+](=O)[O-])ccc1NCc1ccccc1Cl	0	11	10	1	.	-3	5
CCc1ccc(C(=O)NNC(=O)[C@H](C)NC(=O)c2ccco2)cc1	-1	7	-4	-22	-8	-5	-2
O=C(CCN1CCOCC1)c1ccc(N2CCCCC2)cc1	-1	-38	.	-6	.	30	-10
O=[N+]([O-])c1ccc2[nH]c(O)c(N=Nc3ccc(F)cc3)c2c1	-2	4	-1	32	3	4	4
Cc1nn(Cc2ccc(F)cc2)c(Cl)c1/C=N/NC(=O)c1cccnc1	-1	6	-2	-7	-2	-2	0

Record cards, from the list above:
COc1ccc(-c2cc(=O)oc(-c3cccc(C)c3)n2)cc1 as listed: ARNT-TACC3 inh = -5; LGR2 antag = -2; SIRT5 inh = -1; PAX8 reporter = 13; DENV2 CPE rescue = 5; EWS-Fli block = 5; Casp6 inh = 4
Cn1ccnc1SCc1cccc([N+](=O)[O-])c1 as listed: ARNT-TACC3 inh = -1; LGR2 antag = 9; SIRT5 inh = -2; PAX8 reporter = 4; DENV2 CPE rescue = -2; EWS-Fli block = -6; Casp6 inh = -1
O=C(O)c1cc([N+](=O)[O-])ccc1NCc1ccccc1Cl as listed: ARNT-TACC3 inh = 0; LGR2 antag = 11; SIRT5 inh = 10; PAX8 reporter = 1; DENV2 CPE rescue = .; EWS-Fli block = -3; Casp6 inh = 5

Other results follow.
SMILES	ARNT-TACC3 inh	LGR2 antag	SIRT5 inh	PAX8 reporter	DENV2 CPE rescue	EWS-Fli block	Casp6 inh
Cc1cc(C2=NNC(=NC3CC3)SC2)c(C)n1-c1ccccc1F	3	95*	6	102*	3	94*	-1
CC(Sc1nnnn1C)C(=O)Nc1ncc(Cl)cc1Cl (stereo unspecified)	-4	5	-1	-8	-2	-3	1
CNC[C@H]1Oc2ncc(-c3ccc(OC)cc3)cc2C(=O)N([C@H](C)CO)C[C@H]1C	.	-1	.	-25	.	-3	.
Cc1nc(NC(=O)c2cccc(Cl)c2)sc1C(=O)N1CCCCC1	5	-43	-1	-96	-6	-61	4
NC(=O)COc1ccc(Cc2ncc(C(F)(F)F)cc2Cl)cc1	-1	-9	-3	-13	10	3	-2
O=C(OC(C(=O)NCc1ccc(F)cc1)c1ccccc1)c1ccco1 (stereo unspecified)	1	25	-3	-9	-3	-9	4
Cc1ccc(C(=O)Nc2cccc(NC(=O)c3ccc(C)o3)n2)o1	7	-10	-1	-8	1	5	-1
COc1cccc(/C=N/NC(=O)c2nnn(-c3nonc3N)c2CN(C)c2ccccc2)c1	45	-9	4	0	0	-8	0
CCOC(=O)C1C(c2ccc(O)c(OC)c2)NC(=O)NC1(O)C(F)(F)F (stereo unspecified)	-4	-5	-8	-12	-1	9	1
CO[C@@H]1CN(C)C(=O)c2ccc(NC(=O)C3CCC3)cc2OC[C@H](C)N(C(=O)CN(C)C)C[C@H]1C	-11	10	.	-10	.	-9	.
CCN1CCN(C(=O)NC2CCCCC2)CC1	6	5	-2	-13	8	8	-4
Cc1ccccc1NC(=O)CN1C(=O)CSc2ccc(S(=O)(=O)N3CCCCC3)cc21	-8	8	0	-12	-2	.	-1
CO[C@@H]1CN(C)C(=O)c2ccc(NC(=O)C3CCCCC3)cc2OC[C@@H](C)N(Cc2nccs2)C[C@H]1C	-6	6	3	6	-1	8	1
CCN1CCc2c(sc(NC(=O)CN3C(=O)c4ccccc4C3=O)c2C(N)=O)C1	-2	18	0	9	-2	-11	11
COc1ccc(C(=O)N2CCN(c3ccccc3)CC2)cc1S(=O)(=O)N1CCCC1	1	3	6	.	-6	-2	-4
CCOc1ccc(C(=O)NC(=S)Nc2ncccc2C)cc1[N+](=O)[O-]	10	-8	.	-22	.	.	.
COc1ccc2[nH]c(C(=O)Nc3ccc4c(c3)OCO4)cc2c1	.	.	-2	-112	0	-96	0
COc1cc(NC(=O)COC(C)=O)cc(OC)c1OC	1	-2	-11	43	10	11	-6
CCOC(=O)c1nnn(CC(=O)Nc2ccccc2)c1C(=O)OCC	2	0	-6	9	-2	-6	0
COC(=O)c1ccc(C(=O)Nc2ccc3c(c2)C(=O)NC3=O)cc1	-18	0	0	14	8	-5	-2
CCCN1[C@@H]2c3ccc(C4=CCCC4)c(=O)n3C[C@@H]2[C@@H](CO)[C@@H]1C(=O)NCc1cccc(OC)c1	1	-11	-4	.	-5	-4	2
C[C@H](NC(=O)[C@@H]1[C@@H](CO)[C@@H]2Cn3c(cccc3=O)[C@H]1N2Cc1ccncc1)c1ccccc1	10	-2	0	-6	-2	0	-2
Cc1nonc1NC(=O)CSc1nc2ccccc2cc1C#N	-22	-20	-5	-37	-1	-53	1
CCN(CC)C(=O)COc1ccc2oc(-c3ccco3)cc(=O)c2c1	0	9	-26	-24	.	-41	25
Cc1cccc(NC(=O)/C=C/c2ccc3c(c2)OCO3)n1	44	-10	.	-76	.	.	.
Cn1c(-c2ccccc2)cc(=O)cc1-c1ccccc1	.	-9	-1	7	0	-4	.
O=C(CCN1CCCCO1)N1CCCC(N2CCN(c3ccc(F)cc3)CC2)C1 (stereo unspecified)	-6	6	13	-5	5	.	-2
COCCCNc1ccn2nc(-c3ccc(CC(C)C)cc3)cc2n1	.	-65	.	-86	-8	-73	0
Cc1ccc(S(=O)(=O)NC(=O)C2(C)CCN2C(=O)Cc2ccc(C(C)(C)C)cc2)nc1 (stereo unspecified)	.	13	-5	-8	1	6	2
COc1ccc(NC(=O)N2CC(=O)N3[C@H](C2)[C@H](c2ccc(C4=CCCC4)cc2)[C@@H]3CO)cc1	.	4	4	.	2	-1	-3
Cn1cnc(S(=O)(=O)NC[C@H]2CC[C@H]3[C@H](CN3Cc3nccs3)O2)c1	.	.	-13	-2	6	-3	-9
COc1cccc(-c2c(NC(=O)c3ccco3)oc3ccc(Cl)cc3c2=O)c1	2	-2	-2	7	-2	13	-1
CC1CC(C)CN(S(=O)(=O)c2ccc(Cl)cc2)C1 (stereo unspecified)	-4	4	0	5	-2	2	-2
O=C1NC(=O)C2(COC(c3cccc([N+](=O)[O-])c3)OC2)S1 (stereo unspecified)	2	18	-2	11	0	4	1
Cc1ccccc1-c1cnc2c(c1)C(=O)N([C@H](C)CO)C[C@@H](C)[C@H](CN(C)C(=O)c1ccccc1)O2	-3	10	4	12	-7	-5	2
CCCCn1c(N)c(NCc2ccccc2OC)c(=O)[nH]c1=O	-7	-14	.	-16	-3	9	-3
O=C(NCC[C@@H]1CC[C@H](NS(=O)(=O)c2cccc(F)c2)[C@H](CO)O1)C1CCCC1	-16	11	-2	8	-13	-3	0
Clc1ccc(-c2nnc(NCc3ccccc3)c3ccccc23)cc1	-3	-5	.	30	.	.	.
CCOC(=O)C1=C(C)NC(=O)NC1c1cccs1 (stereo unspecified)	3	-23	0	-36	0	-3	-4

Screening data (PubChem)
